# DNMT1 block: DNMT1 (human) enzyme inhibition; P26358; DNMT1 molecular beacon, Hinp1I cleavage, fluorescence; inhibition (reported as % activation of signal), % at 10 µM; 0.83% of 360,000 active; AID 588458; in the data active means inhibition above about 50%
# Tb MetRS inh: Trypanosoma brucei MetRS inhibition; purified T. brucei MetRS, ATP depletion, Kinase-Glo luminescence; inhibition, % at 11.9 µM; 0.4% of 360,000 active;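 active means inhibition above a per-plate cutoff of the control wells' mean inhibition plus 3 SD, cut at about 5.5% in these data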;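 further: 0% = DMSO wells median and 100% = median of wells with control inhibitor compound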
#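 technique = Kinase-Glo luminescence, ATP depletion format | system = purified MetRS (methionyl-tRNA synthetase) enzyme from Trypanosoma brucei | timing = 15 min preincubation, 2 h reaction, all 25 °C | evaluation = percent inhibition versus plate control medians | dosing = single dose, 11.9 µM final nominal, 0.9% final DMSO | also added = substrates ATP, L-methionine and bulk Escherichia coli tRNA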
# Rpn11 inh: Rpn11 (human) deubiquitinase inhibition; O00487; human 26S proteasome, Ub4-pepOG fluorescence polarization; 20S core pre-blocked with epoxomicin; calls only at 20 µM; 0.59% of 360,000 active; AID 588493;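 active means inhibition at 20 µM, scaled to each plate's controls, above about 33%, limit read from the data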
# Target sequence (O00487 whole entry, looked up): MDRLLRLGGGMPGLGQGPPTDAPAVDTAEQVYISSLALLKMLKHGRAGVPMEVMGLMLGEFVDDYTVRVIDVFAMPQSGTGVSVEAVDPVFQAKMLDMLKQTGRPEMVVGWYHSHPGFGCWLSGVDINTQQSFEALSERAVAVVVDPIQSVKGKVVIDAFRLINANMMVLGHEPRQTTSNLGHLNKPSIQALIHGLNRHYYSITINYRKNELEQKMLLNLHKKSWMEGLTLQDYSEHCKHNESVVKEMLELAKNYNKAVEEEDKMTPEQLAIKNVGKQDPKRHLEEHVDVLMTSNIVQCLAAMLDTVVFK
# SUMO1-SIM PPI: alters human SUMO1 binding to SIM partners; P63165; SUMO1 binding to a labelled peptide, TR-FRET, 1 h; inhibition, % at 20 µM; 0.33% of 360,000 active; in the data active means inhibition above about 37%
# Target sequence (P63165 whole entry, looked up): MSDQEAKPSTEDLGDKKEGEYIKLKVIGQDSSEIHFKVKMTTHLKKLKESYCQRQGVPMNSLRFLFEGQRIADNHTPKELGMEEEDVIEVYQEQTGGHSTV
# LMPTP inh: LMPTP (human) inhibition. P24666. recombinant LMPTP-A, OMFP fluorogenic substrate, fluorescence intensity. inhibition, % at 20 µM. 0.22% of 360,000 active;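 active means compounds that cut the enzyme signal by at least half of the control window in the single-dose screen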;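 further: plate controls were DMSO wells with enzyme plus substrate for no effect and substrate without enzyme for full effect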
#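 Test system: LMPTP-A phosphatase enzyme. Amount: LMPTP-A at 0.625 nM final in the reaction. Reagent: OMFP substrate, 400 µM final. Times: 50 min at room temperature. Signal: endpoint fluorescence intensity from OMFP dephosphorylation. Read-out basis: % inhibition. Benchmarks: no-enzyme and uninhibited controls.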
# Scp-1 inhibitor: Scp-1 (human) phosphatase inhibition. Q9GZU7. 0.88% of 340,000 active. inhibition, % at 20 µM. Recombinant Scp1, phosphopeptide, malachite green phosphate absorbance. AID 493091;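 active means inhibition above about 50% at 20 µM, limit read from the data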;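 further: plate controls were DMSO wells with enzyme for no effect and wells lacking enzyme for full effect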
#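 Assay system: SCP-1 catalytic fragment, aa 76-261 | Buffer or medium: Tris acetate buffer pH 5.5 with MgCl2 and Tween-20 | Compound: One concentration, 20 µM, with 1.0% DMSO | Also added: Phospho 17-mer peptide substrate | Signal: Absorbance at 630 nm | Incubation: 45 min enzyme reaction at room temperature | Measure: % inhibition of SCP-1 phosphate liberation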
# MLLE-PAM2 inh: inhibitors of microRNA-mediated deadenylation, human PABP1 MLLE binding; P11940; GST-MLLE / FITC-PAM2 fluorescence polarization; inhibition, % at 20 µM; 0.36% of 360,000 active; in the data active means inhibition above about 35%, passing the limit was not always enough;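 further: plate controls were DMSO wells with GST-MLLE for no effect and wells lacking GST-MLLE protein for full effect; some results filed as inactive read as strong as hits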
# CSN deneddyl inh: blocks human CSN-mediated cullin deneddylation; Q92905; Purified CSN, SCF-Nedd8-OG deneddylation, fluorescence polarization; inhibition, % at 12.5 µM; 0.38% of 360,000 active;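 active means pattern-corrected inhibition above about 35%, with an unprinted fluorescence ratio check between 0.5 and 1.5, limit read from the data, passing the limit was not always enough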;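 further: 0% = enzyme with substrate and 100% = substrate without enzyme; some results filed as inactive read as strong as hits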
#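 Assay system: HEK293T-derived human Csn5 enzyme; quantity: 0.24 nM enzyme; medium: Tris/NaCl/DTT buffer, pH 7.5; also added: substrate SCFSkp2-Nedd8OG, 10 nM; doses: 12.5 µM compound; schedule: 90 min reaction at room temperature; signal: FP; read-out: % inhibition of substrate cleavage by Csn5; benchmarks: substrate-only high control, full reaction low control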
# STEP block: inhibitors of human striatal-enriched phosphatase STEP; recombinant STEP, OMFP fluorogenic substrate, fluorescence; inhibition, % at 20 µM; 0.25% of 360,000 active;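 active means inhibition at 20 µM, scaled per plate between control wells, above about 37%, limit read from the data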;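 further: 0% = DMSO with enzyme and substrate and 100% = substrate only without enzyme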
# Target sequence (P54829 whole entry, looked up): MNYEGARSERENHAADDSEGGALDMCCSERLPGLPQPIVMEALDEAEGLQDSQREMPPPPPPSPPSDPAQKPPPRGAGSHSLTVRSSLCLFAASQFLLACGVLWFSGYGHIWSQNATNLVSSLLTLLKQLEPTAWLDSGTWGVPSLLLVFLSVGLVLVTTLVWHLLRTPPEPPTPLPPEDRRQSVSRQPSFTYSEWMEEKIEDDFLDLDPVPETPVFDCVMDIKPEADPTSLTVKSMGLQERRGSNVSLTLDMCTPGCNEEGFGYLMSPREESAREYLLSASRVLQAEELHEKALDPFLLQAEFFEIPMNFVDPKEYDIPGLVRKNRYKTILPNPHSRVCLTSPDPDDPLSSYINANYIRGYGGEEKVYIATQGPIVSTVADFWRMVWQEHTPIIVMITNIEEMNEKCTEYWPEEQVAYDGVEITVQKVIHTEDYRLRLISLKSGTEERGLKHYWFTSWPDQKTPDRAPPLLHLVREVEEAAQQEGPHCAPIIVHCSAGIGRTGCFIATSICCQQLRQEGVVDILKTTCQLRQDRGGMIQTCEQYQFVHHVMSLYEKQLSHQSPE
#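 material = STEP tyrosine phosphatase | reagent = fluorogenic phosphatase substrate OMFP at 25 µM final | doses = single compound dose of 20 µM, 1% DMSO final | schedule = 20 min reaction, room temperature, in the dark | measured by = fluorescence, 480/540 nm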
# NadD inh: blocks S. aureus nicotinate mononucleotide adenylyltransferase. purified NadD enzyme, colorimetric absorbance read-out. inhibition, % at 20 µM. 0.78% of 360,000 active. AID 602399; in the data active means inhibition above about 26%; further: some compounds past the cut are filed as inactive
# * = called active by the depositor; i = inactive; . = no result given; + = active, no number.
structure,DNMT1 block,Tb MetRS inh,Rpn11 inh,SUMO1-SIM PPI,LMPTP inh,Scp-1 inhibitor,MLLE-PAM2 inh,CSN deneddyl inh,STEP block,NadD inh
CC(C)(C)c1ccc(OCCC(=O)Nc2cccc(S(=O)(=O)N3CCCC3)c2)cc1,-4,-0.5,i,-2,4.9,-12,-15,5,2,-10
CC(Sc1nnc(-c2ccncc2)n1C)C(=O)Nc1ccc(N2CCOCC2)cc1 (stereo not drawn),-4,-0.5,i,0,0.6,-2,-11,3,-3,0
Cc1ccc(C)c(N(CC(=O)N(C)C)S(C)(=O)=O)c1,0,-0.8,i,-1,-0.7,0,-10,9,-2,0
COc1ccc(NC2=Nc3cccc4cccc2c34)cc1,1,0.2,+,-17,20,-4,-101,19,-2,1
CN1CCN(Cc2c(O)c(Cl)cc3c(-c4ccccc4)cc(=O)oc23)CC1,-6,-0.4,i,-23,-1.5,-9,4,1,0,4
O=C(CN1C(=O)NC2(CCc3ccccc32)C1=O)c1ccc(F)c(F)c1 (stereo not drawn),1,-0.5,i,3,0.3,2,-7,3,-2,-1
COc1cc(NC(=O)c2ccc(F)cc2)c(OC)cc1NC(=O)CN1CCCCC1,-2,-0.7,i,2,-0.2,-7,-12,3,-1,-7
CCn1cc(/C=C/C(=O)Nc2ccn(Cc3c(F)c(F)c(F)c(F)c3F)n2)cn1,-3,-0.4,i,0,0.8,-12,10,-3,3,-5
C=CCn1c(NCCOC)nc2c1c(=O)n(C)c(=O)n2C,0,-0.3,i,5,-1.3,1,0,1,3,0
CC(C)(C)NC(=O)C(c1ccncc1)N(C(=O)Cn1nnc(-c2ccc(F)cc2)n1)c1ccccc1F (stereo not drawn),1,-1.1,i,3,-2.0,1,-2,1,4,-1
Cc1cc(C)cc(OC(=O)COc2ccccc2C)c1,0,-0.3,i,0,2.7,-9,5,3,3,-9
CCC(C(=O)N1CCc2cc(OC)c(OC)cc2C1)c1ccccc1 (stereo not drawn),-12,-1.0,i,1,-0.7,-5,2,-9,1,1
COC(=O)c1ccc(N(CC(=O)NC2CCCC2)C(=O)CNC(=O)c2cccs2)cc1,-1,-0.2,i,2,0.3,-4,-2,1,0,-2
O=C(Nc1ccccc1C(=O)N/N=C/c1ccncc1)c1ccccc1,0,-4.7,i,-4,-1.2,-10,-9,3,0,-2
CC1CCN(c2c(NCc3ccc(C(=O)N4CCc5ccccc54)cc3)c(=O)c2=O)CC1,-7,0.6,i,-6,0.0,-3,-4,2,4,12

# Going on with the list:
structure,DNMT1 block,Tb MetRS inh,Rpn11 inh,SUMO1-SIM PPI,LMPTP inh,Scp-1 inhibitor,MLLE-PAM2 inh,CSN deneddyl inh,STEP block,NadD inh
CCOC(=O)c1cc2c(=O)n3ccccc3nc2n(C)c1=NC(=O)c1c(-c2c(F)cccc2Cl)noc1C,-5,0.3,i,-14,1.2,-2,7,-4,2,6
Cn1c(CN2CCOCC2)nnc1SCC(N)=O,0,-0.3,i,2,-1.7,3,-8,-2,0,1
COc1cc(C=O)ccc1OC(=O)Nc1ccccc1,0,-0.5,i,-1,-2.1,-1,-5,-1,1,2
Cc1ccc(NS(=O)(=O)c2c(C(=O)N3CCCCCC3)c(C)n(C)c2C)c(Cl)c1,2,-0.1,i,1,-1.1,-6,-5,-5,-4,-2
C[C@@H](C(=O)NCC1CCCO1)N1C(=O)N2CCc3c([nH]c4ccccc34)[C@@]2(C)C1=O (stereo partly drawn),-2,0.9,i,7,-1.8,1,8,1,-1,-1
S=C(c1ccc2c(c1)OCO2)N1CCOCC1,-3,-0.1,i,2,-1.3,-2,31,-7,2,-3
O=C(CCCN1C(=O)/C(=C/c2ccccc2Cl)SC1=S)NNC(=O)c1ccccc1Cl,3,-0.3,i,0,0.4,-6,2,-4,5,4
CCOc1ccc2nc(NS(C)(=O)=O)sc2c1,-3,0.1,i,4,0.6,2,17,2,2,6
COn1c(=O)c(=O)n(OC)c2ccccc21,-1,-0.3,i,-4,-1.3,-2,1,-11,1,-4
COc1ccccc1/C=C/c1nc(S(=O)(=O)c2ccccc2)c(NCCN(C)C)o1,-2,-0.4,i,-16,-5.7,6,5,-4,-2,-3
CCCCN(C(=S)Nc1ccccc1)C1CCS(=O)(=O)C1 (stereo not drawn),0,-0.2,i,2,1.6,-2,13,7,-4,4
CCc1ccc(CNC(=O)CCc2nnc(CCc3ccc(OC)cc3)o2)nc1,0,-0.5,i,-2,-2.0,-2,-10,-2,-2,-5
O=C(CN1CCCCC1CO)c1ccc(OC(F)F)cc1 (stereo not drawn),14,-1.2,i,1,1.8,-2,11,-5,0,-1
COc1cccc(-c2nnc(SCC(=O)NC3CCS(=O)(=O)C3)n2C)c1 (stereo not drawn),1,-0.2,i,-1,-1.8,-5,-12,0,-4,0
COc1cccc(C(=O)COC(=O)C2CC3CCCC(C2)C3=O)c1 (stereo not drawn),-2,-0.5,i,-2,-0.3,-1,6,4,-1,7

# Single values from above:
# COc1cc(C=O)ccc1OC(=O)Nc1ccccc1 – DNMT1 block = 0
# Cc1ccc(NS(=O)(=O)c2c(C(=O)N3CCCCCC3)c(C)n(C)c2C)c(Cl)c1 – NadD inh = -2

# Later entries
structure,DNMT1 block,Tb MetRS inh,Rpn11 inh,SUMO1-SIM PPI,LMPTP inh,Scp-1 inhibitor,MLLE-PAM2 inh,CSN deneddyl inh,STEP block,NadD inh
O=C(CSc1ncnc2scc(-c3ccccc3)c12)N1CCN(Cc2ccc3c(c2)OCO3)CC1,10,-0.5,+,-1,4.2,-4,-70,13,0,38*
COCCN(C(=O)CCC(=O)Nc1ccccn1)C(C(=O)NC(C)C)c1ccc(C)cc1 (stereo not drawn),-1,-0.9,i,2,-1.8,-5,6,3,-2,-2
O=C(CCc1ccc(S(=O)(=O)N2CCOCC2)cc1)Nc1ccc(N2CCOCC2)cc1,-1,-0.5,i,4,-0.9,3,-10,0,-4,-1
O=c1c2ccccc2n(Cc2cccc(F)c2)c(=O)n1C1CCCC1,-2,-0.6,i,-3,2.1,-13,-8,-1,1,0
Cc1ccc2nsnc2c1S(=O)(=O)NCc1ccncc1,-1,0.4,i,-18,-3.4,-13,-12,3,-15,-4
COC(=O)CCC/C=C1/SCC(NC(=O)c2ccccc2)C1O (stereo not drawn),-12,-0.2,i,0,0.7,3,34,0,6,-2
CC(C)C1CCN(C(=O)C2CCC(=O)N(C3CCCCCC3)C2)CC1 (stereo not drawn),8,-0.3,i,4,-1.0,.,-4,4,2,3
CCN(c1ccccc1)S(=O)(=O)c1ccc(Cl)c(NC(=O)COC(=O)C2CC2C)c1 (stereo not drawn),1,-1.0,i,2,2.1,-13,-5,-3,0,-11
Cc1ccc2nc(-c3ccc(NS(=O)(=O)c4ccccc4)cc3)sc2c1,-9,0.8,i,4,4.5,-6,6,0,2,2
CCCCc1cc(=O)oc2cc(C)cc(OCC(=O)N3CCC(C(=O)O)(c4ccccc4)CC3)c12,1,0.2,i,4,-2.3,-4,-13,1,-1,-2
CCOc1ccc(NC(=O)COc2ccc(C(=O)NCC3CCCO3)cc2OC)cc1 (stereo not drawn),3,-0.2,i,-4,-5.9,-11,5,-1,0,-5
O=C(Cn1c(-c2ccccc2)noc1=O)N1CCC(Cc2ccccc2)CC1,0,-0.1,i,1,-0.5,-5,3,-3,-1,6
O=c1[nH][nH]c2c1C(c1ccc(Cl)c(Cl)c1)OC(CCc1ccccc1)C2 (stereo not drawn),.,-0.4,.,5,2.4,.,.,5,.,14
COc1ccc(N(CC(=O)NCCSCc2ccc(Cl)cc2)S(C)(=O)=O)cc1Cl,-1,0.0,i,0,0.6,-9,1,1,-1,-6
CCOC(=O)c1nnn(-c2nonc2-n2cccc2)c1CCl,2,-0.9,i,-1,-2.0,-3,-2,2,0,-1
O=C(NCCCN1CCOCC1)c1onc(CSc2ccncc2)c1C(=O)NCCCN1CCOCC1,3,-0.6,i,1,-9.1,-3,4,2,-1,2

# Compounds above that have fluorine (7):
structure,DNMT1 block,Tb MetRS inh,Rpn11 inh,SUMO1-SIM PPI,LMPTP inh,Scp-1 inhibitor,MLLE-PAM2 inh,CSN deneddyl inh,STEP block,NadD inh
O=C(CN1C(=O)NC2(CCc3ccccc32)C1=O)c1ccc(F)c(F)c1 (stereo not drawn),1,-0.5,i,3,0.3,2,-7,3,-2,-1
COc1cc(NC(=O)c2ccc(F)cc2)c(OC)cc1NC(=O)CN1CCCCC1,-2,-0.7,i,2,-0.2,-7,-12,3,-1,-7
CCn1cc(/C=C/C(=O)Nc2ccn(Cc3c(F)c(F)c(F)c(F)c3F)n2)cn1,-3,-0.4,i,0,0.8,-12,10,-3,3,-5
CC(C)(C)NC(=O)C(c1ccncc1)N(C(=O)Cn1nnc(-c2ccc(F)cc2)n1)c1ccccc1F (stereo not drawn),1,-1.1,i,3,-2.0,1,-2,1,4,-1
CCOC(=O)c1cc2c(=O)n3ccccc3nc2n(C)c1=NC(=O)c1c(-c2c(F)cccc2Cl)noc1C,-5,0.3,i,-14,1.2,-2,7,-4,2,6
O=C(CN1CCCCC1CO)c1ccc(OC(F)F)cc1 (stereo not drawn),14,-1.2,i,1,1.8,-2,11,-5,0,-1
O=c1c2ccccc2n(Cc2cccc(F)c2)c(=O)n1C1CCCC1,-2,-0.6,i,-3,2.1,-13,-8,-1,1,0
